High-throughput results (PubChem BioAssay)
GDH-TPI inh – GDH-TPI coupling enzyme inhibitors, primary screen, artefact control for M. tuberculosis FBA inhibitor project, biochemical, absorbance, full deck | GDH-TPI coupled enzyme counterscreen, NADH absorbance | inhibition, % at 4.8 µM | 360,000 compounds, 1.2% hits | AID 588335, 2011; in the data active = inhibition above about 30%;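 also: 0% = DMSO wells and 100% = wells lacking the enzyme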
Yp Topo-I inh – Yersinia pestis topoisomerase I inhibitors, primary screen, biochemical, cleavage product accumulation, plate reader, single point; DNA topoisomerase I (Yersinia pestis CO92); Y. pestis Topo-I cleavage product accumulation; activity, % at 10 µM; 360,000 compounds, 0.064% hits; in the data active = activity above about 50%, passing the limit was not always enough; also: inactives centre near 2
BioA inh – M. tuberculosis BioA enzyme inhibitors, primary screen, biochemical, plate reader, single point, HTS | 7,8-diaminopelargonic acid synthase BioA (Mycobacterium tuberculosis) | purified M. tuberculosis BioA enzyme | inhibition, % at 9.99 µM | 360,000 compounds, 0.096% hits | AID 602481, 2012; in the data active = inhibition above about 40%
Mtb FBA inh – Mtb FBA enzyme inhibitors, primary screen, biochemical, fluorescence, strain H37Rv. inhibition, % at 1 µM. Fructose-bisphosphate aldolase (Mycobacterium tuberculosis (strain ATCC 25618 / H37Rv)), …. purified M. tuberculosis FBA, fluorescence read-out. 360,000 compounds, 2.3% hits; in the data active = inhibition above about 27%;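 also: 0% = vehicle and 100% = reference inhibitor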
Target sequence (P9WQA3 whole entry, looked up): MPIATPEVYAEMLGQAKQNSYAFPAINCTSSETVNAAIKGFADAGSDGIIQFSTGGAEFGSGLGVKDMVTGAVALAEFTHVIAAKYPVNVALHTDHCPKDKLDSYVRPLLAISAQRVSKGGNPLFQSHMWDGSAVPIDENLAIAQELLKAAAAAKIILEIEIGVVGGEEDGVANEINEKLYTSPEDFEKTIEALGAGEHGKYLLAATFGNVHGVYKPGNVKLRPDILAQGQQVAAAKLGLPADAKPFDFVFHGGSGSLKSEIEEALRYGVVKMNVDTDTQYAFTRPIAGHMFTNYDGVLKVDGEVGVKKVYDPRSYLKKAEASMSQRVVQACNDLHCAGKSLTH
BH1578 lux ind – inducers of Vibrio cholerae quorum light production without autoinducers, primary screen, BH1578 luxS cqsA deficient, single point | V. cholerae BH1578 lux reporter, luminescence, 6 h | activation, % at 18.7 µM | 350,000 compounds, 0.16% hits | AID 588436, 2011; in the data active = activation mostly above about 9.7%, no sharp cut-off; also: not every result past the cut was called active; inactives centre near 0; reference of the scale not given here
TcdB inh – TcdB glycohydrolase inhibitors, primary screen, biochemical, single point, plate reader; Toxin B (Clostridioides difficile), P18177; TcdB glycohydrolase enzymatic assay; inhibition, % at 9.99 µM; 350,000 compounds, 0.24% hits; in the data active = inhibition above about 10%
FadD28 FP inh – inhibitors of FadD28 bisubstrate probe binding, primary screen, biochemical, fluorescence polarization, single point; Mycobacterium tuberculosis FadD28 fatty-acid-AMP ligase; inhibition, % at 12.5 µM; 360,000 compounds, 0.22% hits; AID 588549, 2011; in the data active = inhibition above about 8.5%, passing the limit was not always enough
PfHsp40 rescue – rescue of yeast from PfHsp40 toxicity, primary screen, S. cerevisiae, ATP luminescence; growth rescue, % at 12.5 µM; S. cerevisiae expressing PfHsp40, growth rescue; 340,000 compounds, 0.68% hits; AID 504582, 2011; in the data active = growth rescue above about 28%, passing the limit was not always enough;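 also: yeast W303a lacking pdr1 and pdr3 grown in galactose medium; growth measured after three days at 30 °C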
Mtb UGM inh – M. tuberculosis UGM enzyme inhibitors, primary screen, biochemical, fluorescence polarization, single point; UDP-galactopyranose mutase (Mycobacterium tuberculosis (strain ATCC 25618 / H37Rv)), …; purified UGM, fluorescence polarization probe displacement; inhibition, % at 10 µM; 320,000 compounds, 0.06% hits; AID 504406, 2011; in the data active = inhibition above about 10%, passing the limit was not always enough
Target sequence (P9WIQ1 whole entry, looked up): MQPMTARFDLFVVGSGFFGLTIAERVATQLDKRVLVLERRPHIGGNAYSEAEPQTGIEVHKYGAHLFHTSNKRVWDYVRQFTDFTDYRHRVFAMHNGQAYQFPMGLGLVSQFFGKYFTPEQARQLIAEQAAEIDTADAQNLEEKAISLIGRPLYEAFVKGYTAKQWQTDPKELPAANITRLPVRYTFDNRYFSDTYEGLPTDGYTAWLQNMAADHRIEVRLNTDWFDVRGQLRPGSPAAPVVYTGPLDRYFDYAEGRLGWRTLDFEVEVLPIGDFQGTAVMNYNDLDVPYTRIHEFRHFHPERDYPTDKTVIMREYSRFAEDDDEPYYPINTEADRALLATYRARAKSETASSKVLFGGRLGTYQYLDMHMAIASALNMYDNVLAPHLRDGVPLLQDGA
* hit, by the source's call. The order is random; 4.6% or so of the library scored in one or more.

How did CCCn1c2ccccc2c2cnn(CC(=O)NCCCOC)c(=O)c21 do in these assays?
GDH-TPI inh: 6.3; Yp Topo-I inh: 4.9; BioA inh: -0.3; Mtb FBA inh: 11.9; BH1578 lux ind: inactive; TcdB inh: -13.7; PfHsp40 rescue: -0.2; Mtb UGM inh: 0.3

What do the screens show for `O=C(c1ccco1)N1CCN(C(c2ccccc2Cl)c2nnnn2Cc2cccs2)CC1` (centres undefined)?
GDH-TPI inh: 2.2; Yp Topo-I inh: 6.9; BioA inh: -0.6; Mtb FBA inh: -0.4; BH1578 lux ind: inactive; FadD28 FP inh: -2.5; PfHsp40 rescue: 0.1; Mtb UGM inh: 1.6

What do the screens show for `COc1ccc(NC(=O)CSc2nnc(NC(=O)C3CCC3)s2)cc1`?
GDH-TPI inh: 9.1; Yp Topo-I inh: 2.6; BioA inh: -0.1; Mtb FBA inh: 2.1; BH1578 lux ind: -0.2; TcdB inh: -2.6; FadD28 FP inh: -2.5; PfHsp40 rescue: 0.4; Mtb UGM inh: -2.8

Results for CCS(=O)(=O)Nc1cc(OC)c(OC)cc1Cc1nccc2cc(OC)c(OC)cc12 ?
GDH-TPI inh: 8.2; Yp Topo-I inh: -2.9; BioA inh: -2.7; Mtb FBA inh: 3.0; BH1578 lux ind: inactive; TcdB inh: 0.0; FadD28 FP inh: -4.5; PfHsp40 rescue: -0.2; Mtb UGM inh: 0.3

Results for C=CCNc1cnn(-c2ccc(C)cc2)c(=O)c1Sc1ccc(C)cc1 ?
GDH-TPI inh: 3.1; Yp Topo-I inh: 4.3; BioA inh: -1.5; Mtb FBA inh: 41.1*; BH1578 lux ind: -0.4; TcdB inh: 1.6; FadD28 FP inh: -2.5; PfHsp40 rescue: 1.6; Mtb UGM inh: 3.5

How did Cc1ccc(NC(=O)CSc2nc3ccccc3nc2N2CCCC2)cc1 do in these assays?
GDH-TPI inh: 1.3; Yp Topo-I inh: 38.8; BioA inh: -1.1; Mtb FBA inh: -1.1; BH1578 lux ind: inactive; TcdB inh: 1.7; FadD28 FP inh: -3.4; PfHsp40 rescue: -1.2; Mtb UGM inh: 4.0

Results for C/C(=N/NC(=O)CN1CCN(S(=O)(=O)c2ccc(C)cc2)CC1)c1cccc(O)c1 ?
GDH-TPI inh: 9.9; Yp Topo-I inh: 18.1; BioA inh: 1.1; Mtb FBA inh: -2.2; BH1578 lux ind: -0.7; TcdB inh: 1.6; FadD28 FP inh: -2.8; PfHsp40 rescue: -0.7; Mtb UGM inh: 0.6

Results for O=C(NCc1ccccc1F)C1CCCN1S(=O)(=O)c1ccc(Cl)cc1 (centres undefined) ?
GDH-TPI inh: 3.1; Yp Topo-I inh: -1.6; BioA inh: -0.8; Mtb FBA inh: 2.2; BH1578 lux ind: -0.1; TcdB inh: 0.4; FadD28 FP inh: 0.4; PfHsp40 rescue: -2.1; Mtb UGM inh: 2.6

How did Cc1cc(C)c(C)c(S(=O)(=O)NCCCn2ccnc2)c1C do in these assays?
GDH-TPI inh: 5.5; Yp Topo-I inh: -9.8; BioA inh: -1.0; Mtb FBA inh: -1.6; BH1578 lux ind: inactive; TcdB inh: -0.8; FadD28 FP inh: -1.5; PfHsp40 rescue: -0.3; Mtb UGM inh: 0.6

Results for Cc1cccc(C)c1NC(=O)CN(C)C(=O)c1ccccc1SCC(=O)N1CCCC1 ?
GDH-TPI inh: 7.3; Yp Topo-I inh: -2.2; BioA inh: -2.5; Mtb FBA inh: 6.8; BH1578 lux ind: inactive; TcdB inh: 1.8; FadD28 FP inh: 0.0; PfHsp40 rescue: -0.6; Mtb UGM inh: 0.3

How did Cn1c(=O)c2c(nc(CN3CCN(c4ccc(F)cc4)CC3)n2Cc2ccccc2F)n(C)c1=O do in these assays?
GDH-TPI inh: 19.1; Yp Topo-I inh: 4.8; BioA inh: 1.3; Mtb FBA inh: -2.8; BH1578 lux ind: -0.3; FadD28 FP inh: -1.1; PfHsp40 rescue: -1.4; Mtb UGM inh: -0.7

How did CCCCCNC(=O)N[C@H](C(=O)O)C(C)C do in these assays?
GDH-TPI inh: -7.4; Yp Topo-I inh: -2.5; BioA inh: -2.1; Mtb FBA inh: 1.9; BH1578 lux ind: -0.2; FadD28 FP inh: -4.8; PfHsp40 rescue: -2.1; Mtb UGM inh: 2.5

How did COc1ccc(C(C)C)cc1S(=O)(=O)Nc1ccccn1 do in these assays?
GDH-TPI inh: 5.6; Yp Topo-I inh: 0.1; BioA inh: -1.2; Mtb FBA inh: -0.3; BH1578 lux ind: -1.8; TcdB inh: -3.2; FadD28 FP inh: -0.2; PfHsp40 rescue: -0.9; Mtb UGM inh: 1.2

What do the screens show for `CCOc1ccc(OCC)c(-c2c(=O)n(OCc3ccc(C(C)(C)C)cc3)c3ccccc3[n+]2[O-])c1`?
GDH-TPI inh: 6.1; Yp Topo-I inh: 14.6; Mtb FBA inh: -5.0; BH1578 lux ind: -0.3; TcdB inh: 0.2; FadD28 FP inh: -1.2; PfHsp40 rescue: 1.6; Mtb UGM inh: 1.2

Results for CSc1cccc(NC(=O)CN2C(=O)c3ccccc3S2(=O)=O)c1 ?
GDH-TPI inh: -2.4; Yp Topo-I inh: -4.0; BioA inh: 0.3; Mtb FBA inh: 3.8; BH1578 lux ind: -0.1; TcdB inh: 0.9; FadD28 FP inh: -0.6; PfHsp40 rescue: 0.0; Mtb UGM inh: -0.9

What do the screens show for `COc1ccc(N2CCN(C(=O)c3cc(S(=O)(=O)N4CCCCCC4)ccc3OC)CC2)cc1`?
GDH-TPI inh: 3.9; Yp Topo-I inh: 29.1; Mtb FBA inh: -1.8; BH1578 lux ind: inactive; TcdB inh: 5.8; FadD28 FP inh: 0.6; PfHsp40 rescue: 1.6

What do the screens show for `O=C(NCCCN1CCOCC1)c1cc2c(=O)[nH]c3ccccc3c2s1`?
GDH-TPI inh: 20.9; Yp Topo-I inh: 4.0; BioA inh: -1.2; Mtb FBA inh: 88.4*; BH1578 lux ind: inactive; TcdB inh: 2.4; FadD28 FP inh: -6.2; PfHsp40 rescue: 0.2; Mtb UGM inh: -1.3

What do the screens show for `CC(=O)NCC1=C(c2ccc3ccccc3c2)C[C@@H]2CC[C@H]1N2Cc1ccco1`?
GDH-TPI inh: 4.3; Yp Topo-I inh: 14.9; BioA inh: -0.3; Mtb FBA inh: -1.7; BH1578 lux ind: -0.6; TcdB inh: -0.5; FadD28 FP inh: -1.3

How did CCN(CC(=O)Nc1ccc2c(c1)OCCO2)Cc1nc2cc(Cl)ccc2c(=O)[nH]1 do in these assays?
GDH-TPI inh: -3.2; Yp Topo-I inh: -9.1; BioA inh: 2.3; Mtb FBA inh: 1.0; BH1578 lux ind: 0.3; TcdB inh: 1.0; FadD28 FP inh: -4.2; PfHsp40 rescue: 0.3; Mtb UGM inh: -0.4

Results for COc1cc(/C=N/S(=O)(=O)CCc2ccccc2)ccc1O ?
GDH-TPI inh: 30.4; Yp Topo-I inh: 5.2; BioA inh: -1.0; Mtb FBA inh: 3.3; BH1578 lux ind: inactive; FadD28 FP inh: 0.6; PfHsp40 rescue: -0.5

How did CN(C)c1ccc(C(CNS(=O)(=O)c2ccc([N+](=O)[O-])cc2)N2CCOCC2)cc1 (centres undefined) do in these assays?
GDH-TPI inh: 8.3; Yp Topo-I inh: -0.3; BioA inh: -0.5; Mtb FBA inh: 0.1; BH1578 lux ind: -0.1; TcdB inh: 1.6; FadD28 FP inh: -4.1; PfHsp40 rescue: 0.3; Mtb UGM inh: 2.4

What do the screens show for `O=C(c1ccc2c3n(nc2c1)-c1ccccc1CO3)N1CCCCC1`?
GDH-TPI inh: 9.7; Yp Topo-I inh: 15.9; BioA inh: 1.1; Mtb FBA inh: 2.3; BH1578 lux ind: inactive; TcdB inh: 1.1; FadD28 FP inh: 0.1; PfHsp40 rescue: -1.9; Mtb UGM inh: -0.4

How did Cc1nnc(SCc2cccc3ccccc23)n(N)c1=O do in these assays?
GDH-TPI inh: -1.5; Yp Topo-I inh: 4.2; BioA inh: -0.9; Mtb FBA inh: -1.7; BH1578 lux ind: -1.5; TcdB inh: 0.9; FadD28 FP inh: -1.0; PfHsp40 rescue: 0.9; Mtb UGM inh: 0.9

Results for O=C(NC1CCCCC1)C1CC(=O)N(CCc2ccc(F)cc2)C1 (centres undefined) ?
GDH-TPI inh: 10.4; Yp Topo-I inh: -5.1; BioA inh: -4.2; Mtb FBA inh: 3.4; BH1578 lux ind: -1.5; TcdB inh: -1.7; FadD28 FP inh: -1.3; PfHsp40 rescue: 0.2; Mtb UGM inh: -1.7

Some of these compounds in order of SMILES length, highest first:
How did Cn1c(=O)c2c(nc(CN3CCN(c4ccc(F)cc4)CC3)n2Cc2ccccc2F)n(C)c1=O do in these assays?
GDH-TPI inh: 19.1; Yp Topo-I inh: 4.8; BioA inh: 1.3; Mtb FBA inh: -2.8; BH1578 lux ind: -0.3; FadD28 FP inh: -1.1; PfHsp40 rescue: -1.4; Mtb UGM inh: -0.7

What do the screens show for `COc1ccc(N2CCN(C(=O)c3cc(S(=O)(=O)N4CCCCCC4)ccc3OC)CC2)cc1`?
GDH-TPI inh: 3.9; Yp Topo-I inh: 29.1; Mtb FBA inh: -1.8; BH1578 lux ind: inactive; TcdB inh: 5.8; FadD28 FP inh: 0.6; PfHsp40 rescue: 1.6

Results for CCS(=O)(=O)Nc1cc(OC)c(OC)cc1Cc1nccc2cc(OC)c(OC)cc12 ?
GDH-TPI inh: 8.2; Yp Topo-I inh: -2.9; BioA inh: -2.7; Mtb FBA inh: 3.0; BH1578 lux ind: inactive; TcdB inh: 0.0; FadD28 FP inh: -4.5; PfHsp40 rescue: -0.2; Mtb UGM inh: 0.3

(cont.)
How did CCOc1ccccc1-c1nnc(SCC(=O)NC2(C#N)CCCC2)o1 do in these assays?
GDH-TPI inh: 0.4; Yp Topo-I inh: 3.6; BioA inh: 3.7; Mtb FBA inh: -1.1; BH1578 lux ind: -0.6; TcdB inh: 0.2; FadD28 FP inh: -3.0; PfHsp40 rescue: -0.2; Mtb UGM inh: -2.4

What do the screens show for `COc1ccccc1CN1CC(C(=O)NCCN(C)CCc2ccccc2)CCC1=O` (centres undefined)?
GDH-TPI inh: -9.5; Yp Topo-I inh: 6.0; BioA inh: -0.7; Mtb FBA inh: 8.7; BH1578 lux ind: inactive; TcdB inh: 0.1; FadD28 FP inh: 0.3; PfHsp40 rescue: -1.4; Mtb UGM inh: -1.9

Results for CN(C(=O)C1CCCCN1S(=O)(=O)c1ccccc1)c1ccccc1 (centres undefined) ?
GDH-TPI inh: 4.1; Yp Topo-I inh: 8.2; BioA inh: 0.5; Mtb FBA inh: 2.0; BH1578 lux ind: inactive; TcdB inh: 2.7; FadD28 FP inh: -0.7; PfHsp40 rescue: -0.7; Mtb UGM inh: 0.6

How did Cc1ccc(NC(=O)COC(=O)c2ccc3c(c2)OCCO3)cc1S(=O)(=O)N1CCOCC1 do in these assays?
GDH-TPI inh: 7.3; Yp Topo-I inh: 2.7; Mtb FBA inh: 0.4; BH1578 lux ind: 0.3; TcdB inh: 1.0; FadD28 FP inh: 2.3; PfHsp40 rescue: -0.6; Mtb UGM inh: 6.8

How did CC(C)C(=O)NC(C)C(c1cccs1)N1CCN(c2ccccc2)CC1 (centres undefined) do in these assays?
GDH-TPI inh: 0.6; Yp Topo-I inh: 4.5; BioA inh: 0.6; Mtb FBA inh: -4.2; BH1578 lux ind: -6.5; TcdB inh: -1.4; FadD28 FP inh: -2.2; PfHsp40 rescue: -1.3; Mtb UGM inh: -1.2

What do the screens show for `CC(C)CCN1C(=O)c2ccc(C(=O)Nc3cc(C(=O)O)cc(C(=O)O)c3)cc2C1=O`?
GDH-TPI inh: 4.5; Yp Topo-I inh: 2.9; BioA inh: -1.7; Mtb FBA inh: -1.0; BH1578 lux ind: -0.7; TcdB inh: 0.7; FadD28 FP inh: 0.6; PfHsp40 rescue: 1.7; Mtb UGM inh: 2.5
